Source: PubChem
FID counter = fluorescent intercalator displacement, NS3 helicase counter-screen; DNA fluorescent intercalator displacement, fluorescence; 290,000 tested, 0.17% active; inhibition, % at 7.9 µM; in the data active means inhibition above about 37%;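 further: 0% = vehicle and 100% = reference compound; higher means more ethidium bromide displaced from hairpin DNA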
MEKK2 WT-MEK5 = raises or lowers MEK5 binding to wildtype human MEKK2 PB1 domain. Q9Y2U5. bead flow cytometry, Alexa488-MEK5 binding to MEKK2 WT; actives lie on both sides. binding response (% of control), % at 10 µM. 290,000 tested, 1.1% active. AID 1531; in the data active means binding response below about 67% or above about 130%
IMP-1 inhibitor = inhibitors of Pseudomonas aeruginosa IMP-1 metallo-beta-lactamase. purified IMP-1, nitrocefin hydrolysis, epi-absorbance fluorescence. inhibition, % at 5.6 µM. 290,000 tested, 0.45% active;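 active means inhibition above the mean plus 3 SD of all compounds in the same screening run, cut at about 4.5% in these data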;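 further: 0% = IMP-1 with DMSO and 100% = DMSO wells lacking enzyme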
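System: purified recombinant IMP-1 beta-lactamase. Medium: Zinc- and detergent-supplemented HEPES buffer, pH 7.1. Compound: one 5.6 µM dose […]. Schedule: 15 min preincubation plus 25 min reaction at 25 °C. Technique: Epi-absorbance fluorescence, 480 nm excitation, 530 nm emission.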
SUMO HTRF inh = SUMOylation inhibition; inhibition, % at 35 µM; HTRF SUMOylation assay, SAE1/SAE2 + UBC9, in vitro; 290,000 tested, 0.36% active; AID 2006; in the data active means inhibition above about 50%, passing the limit was not always enough; further: strong numbers were not always called active
Target sequence (P63279 whole entry, looked up): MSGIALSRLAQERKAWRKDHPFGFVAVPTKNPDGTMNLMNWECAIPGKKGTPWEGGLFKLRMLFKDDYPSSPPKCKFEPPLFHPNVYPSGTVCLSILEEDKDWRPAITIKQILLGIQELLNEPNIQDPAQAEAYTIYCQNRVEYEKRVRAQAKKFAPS
M18AAP inhibitor = PfM18AAP enzyme inhibition; AID 1822; inhibition, % at 7.35 µM; recombinant PfM18AAP, H-Glu-NHMec fluorogenic cleavage; 290,000 tested, 1.2% active;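 active means inhibition above the campaign mean inhibition over all tested compounds plus 3 SD, cut at about 28% in these data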;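 further: 0% = plate median of test compound wells and 100% = 2 mM ZnCl2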
HCV NS3 hel inh = inhibitors of Hepatitis C virus NS3 helicase; NS3 helicase DNA unwinding, Cy5 molecular beacon fluorescence; inhibition, % at 10.9 µM; 290,000 tested, 0.56% active;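 active means inhibition above the mean of all tested compounds plus 3 SD, set per campaign, cut at about 35% in these data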;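 further: 0% = DMSO wells and 100% = thioflavine S control wells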
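Test system: hepatitis C virus NS3 helicase domain fragment enzyme. Also added: annealed dual-labelled DNA beacon duplex, ATP-started. Timing: 60 min unwinding reaction at 25 °C after ATP addition. Technique: Cy5 fluorescence. Measure: % inhibition of unwinding.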
VIM-2 inhibitor = inhibitors of Pseudomonas aeruginosa VIM-2 metallo-beta-lactamase | purified VIM-2, nitrocefin hydrolysis, epi-absorbance fluorescence | inhibition, % at 5.6 µM | 290,000 tested, 0.89% active | AID 1527;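 active means inhibition above the mean of all tested compounds plus 3 SD, cutoff set per screening run, cut at about 7.5% in these data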;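 further: red hydrolysis product quenches plate fluorescence so inhibitors raise well fluorescence; 0% = enzyme with DMSO and 100% = DMSO without enzyme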
MEKK2mut PB1 HTS = signal of MEK5 binding to mutant human MEKK2 PB1 domain | AID 1530 | bead flow cytometry, Alexa488-MEK5 binding to MEKK2 mutant | 290,000 tested, 0.35% active | percent response, % at 10 µM; in the data active means percent response above about 24%, passing the limit was not always enough; further: inactives centre near 1; some results filed as inactive read as strong as hits; reference of the scale not given here
NALP1 inh = blocks the NALP1 inflammasome reconstituted in yeast; 280,000 tested, 0.61% active; inhibition, % at 10 µM; S. cerevisiae NALP1/ASC/caspase-1 growth, X-gal OD620, 72 h; AID 2071; in the data active means inhibition mostly above about 24%, no sharp cut-off; inactive means mostly below about 32%; further: some compounds called inactive have numbers as strong as hits
Numbers without * were called inactive; / = not tested or not shown.

Values run as follows: FID counter | MEKK2 WT-MEK5 | IMP-1 inhibitor | SUMO HTRF inh | M18AAP inhibitor | HCV NS3 hel inh | VIM-2 inhibitor | MEKK2mut PB1 HTS | NALP1 inh
> CCSc1nc(-c2ccc(OC)cc2)cc(-c2ccccc2)c1C#N
→ 1 | 96 | -1.5 | -6 | -4 | -4 | -2.8 | -4 | -6
> CCCCn1c(=O)[nH]c(=O)c2c1nc(-c1ccc(C#N)cc1)n2C1CCCC1
→ -14 | / | -4.5 | 38 | 0 | -3 | -2.4 | / | 0
> CCN(CC)S(=O)(=O)c1cc(NC(=O)COc2ccc(C#N)cc2OC)ccc1C
→ -27 | 96 | -6.2 | -7 | -4 | -23 | 0.0 | -2 | 30
> O=C(COc1ccc(S(=O)(=O)N2CCOCC2)cc1Cl)NC1CCCCC1
→ -50 | 101 | -1.9 | 2 | 5 | -1 | -3.5 | -1 | 6
> Cc1ccc(C(=O)N/C(=C\c2ccc(F)cc2)C(=O)NCc2ccncc2)cc1
→ -4 | 97 | -1.8 | 0 | 2 | -1 | -0.1 | 2 | 26
> O=C(c1cccc(S(=O)(=O)N2CCCC2)c1)N(Cc1ccco1)C1CCS(=O)(=O)C1 (centres undefined)
→ -2 | 104 | -0.2 | 0 | -15 | 2 | 0.7 | -1 | 0
> O=C1[C@H]2[C@H]3[C@H](O)[C@H](O)C/C(=N\OC[C@@H](O)COCc4ccco4)[C@@H]3CC[C@H]2C(=O)N1c1ccc(F)cc1F
→ -40 | 93 | -0.5 | 8 | 9 | 2 | 1.6 | -6 | 18
> CCS(=O)(=O)c1ncc(CO)n1CCc1ccccc1
→ -2 | 96 | -3.8 | -4 | -2 | -3 | -1.6 | 0 | -3
> O=C(Nc1ccc(Cl)cn1)C1CCCN1S(=O)(=O)c1ccccc1 (centres undefined)
→ -4 | 104 | -1.5 | 11 | 10 | 0 | -2.7 | 12 | 2
> O=S(=O)(Nc1nc2ccccc2nc1NCC1CCCO1)c1cc(Cl)ccc1Cl (centres undefined)
→ -45 | 84 | 2.0 | 18 | -6 | 7 | -0.8 | -19 | -5
> Cc1ccc2nc(N(CCN(C)C)C(=O)c3ccc4ccccc4c3)sc2c1
→ 1 | 130 | -2.2 | -8 | 1 | -71 | -1.7 | 14 | 34
> O=C(CSc1ccc2c(c1)OCCO2)Nc1ccc(Br)cc1
→ -2 | 105 | -1.0 | 28 | 2 | -3 | -2.6 | 15 | -17
> COc1ccc(NC(=O)C(c2ccc(C)cc2)N(C)C(=O)c2ccc(=O)[nH]c2)cc1 (centres undefined)
→ -24 | 92 | -3.8 | -6 | 7 | -6 | -3.3 | -2 | 28
> COc1ccc(CCN2CC(C(=O)NCC3(O)CCCCC3)CCC2=O)cc1 (centres undefined)
→ -25 | 103 | -1.2 | 12 | -11 | -1 | -0.9 | 2 | 19
> O=c1c2c(C(F)(F)F)cc(C(F)(F)F)nc2[nH]n1-c1ccccc1
→ 2 | 101 | 0.2 | -16 | 14 | 31 | -1.7 | 3 | 49
> COc1ccc(/C=N\NC(=O)c2ccccc2F)cc1COc1ccc(F)cc1F
→ -25 | 104 | -1.4 | 19 | -7 | -13 | -1.9 | 8 | 9
> COc1cc(/C=N/NC(=O)c2cc(C3CC3)[nH]n2)cc(OC)c1OC
→ -34 | 105 | -1.2 | 14 | -1 | 5 | -0.9 | 3 | 9
> COc1cc(OC)cc(-c2nnc(N(C)C(=O)c3ccncc3)s2)c1
→ -18 | 95 | -2.6 | 9 | -6 | 0 | -2.5 | -3 | -12
> CCS(=O)(=O)c1ccc2oc(SCC(=O)N3c4ccccc4CC3C)nc2c1 (centres undefined)
→ -4 | 99 | 1.5 | 16 | 2 | 22 | -1.1 | 2 | 14
> Cc1cccc(C)c1NC(=S)N1CCCN(C)CC1
→ -2 | 98 | -3.5 | -2 | 5 | 9 | -0.3 | -4 | 8
> CCN1CCN(C(=O)C2CCN(Cc3cc(Cl)ccc3O)CC2)CC1
→ 17 | 78 | -4.2 | 6 | 5 | 3 | -3.6 | 5 | -5
> FC(F)(F)C1=CC(c2ccccc2)=NCCN1
→ 4 | 101 | -0.1 | -12 | -4 | 0 | -0.1 | 10 | 0
> CC(=O)N1c2ccc(S(=O)(=O)N3CCCC(C(=O)NCc4ccccc4)C3)cc2CC1C (centres undefined)
→ -47 | 100 | -5.4 | 7 | 2 | 9 | -0.7 | 4 | 7
> Cn1c(=O)n(Cc2ccc(Cl)cc2)c(=O)c2c1nc1n2CCN1Cc1ccco1
→ -2 | 113 | -1.5 | 17 | -10 | -9 | -1.4 | 5 | -1
> Cc1cc(C)c(S(=O)(=O)/N=C2\C=C(Nc3ccc(C(=O)O)cc3)C(=O)c3ccccc32)c(C)c1
→ 2 | 93 | -5.4 | 47 | -4 | -23 | -0.5 | -8 | 6
> Cc1ccccc1CN(CC1CCC(C(=O)O)CC1)C(=S)Nc1ccccc1F (centres undefined)
→ -31 | 106 | -2.4 | 2 | 2 | -13 | -1.3 | 6 | 2
> Cn1c(SCc2n[nH]c(=S)o2)nnc1-c1ccccc1
→ -5 | 104 | -1.1 | -11 | 5 | 0 | 0.2 | -1 | 28
> CCOC(=O)c1cccnc1SCC(=O)NCc1ccccc1
→ -11 | 99 | -1.1 | -11 | -6 | 0 | -2.4 | 3 | 55
> COC(=O)CC1C(=O)NCCN1C(=O)Nc1cccc(Cl)c1 (centres undefined)
→ -1 | 103 | -4.2 | -8 | -3 | 15 | -2.3 | 1 | 12
> COCc1[nH]nc2c1C(c1c(F)cccc1Cl)C(C#N)=C(N)O2 (centres undefined)
→ 3 | 100 | -1.2 | -10 | -6 | 2 | -1.7 | -1 | 19
> CN(CC(=O)NCc1ccc(F)cc1)S(=O)(=O)c1ccc(Br)s1
→ -16 | 98 | 0.0 | 2 | 6 | 2 | -2.1 | 1 | -11
> CCOC(=O)CCSc1nc(C)c2cc(C)ccc2n1
→ -18 | 109 | -0.1 | 0 | 8 | 14 | -0.3 | 10 | 30
> O=C1CCC(=O)N1c1nc2n(n1)C(c1ccccc1)C=C(c1ccc(Br)cc1)N2 (centres undefined)
→ -13 | 99 | -3.0 | 20 | -3 | -6 | -4.1 | 0 | 13
> NC(=O)C1CCN(C(=O)c2ccc3ccccc3c2)CC1
→ -7 | 96 | -3.1 | 4 | 4 | -5 | -2.7 | -1 | -6
> N/C(=N\OC(=O)/C=C/c1ccccc1)c1ccc(Br)cc1
→ -6 | 93 | -0.6 | -3 | -4 | 9 | -0.5 | -6 | 26
> Cc1ccc(S(=O)(=O)N2CCCCC2)cc1C(=O)N(C)CC(=O)Nc1ccc(Cl)c(C(F)(F)F)c1
→ -23 | 108 | -1.7 | -21 | 5 | -43 | -2.1 | 4 | 13
> CCOC(=O)c1ccccc1NS(=O)(=O)c1ccccc1
→ -7 | 103 | -3.6 | -6 | 0 | -2 | -1.7 | 6 | 7
> O=C(NC1CCSc2ccccc21)c1cccc(OC(F)F)c1 (centres undefined)
→ -15 | 100 | -1.6 | 10 | 2 | -7 | -3.9 | 0 | 5
> NC(=O)N/N=C/c1ccc(-c2ccc([N+](=O)[O-])cc2)o1
→ 3 | 92 | -3.3 | 6 | -1 | -10 | -1.6 | -17 | /
> O=C(O)c1ccc(Oc2cc(Oc3ccc(C(=O)O)cc3)cc([N+](=O)[O-])c2)cc1
→ -23 | 109 | -1.8 | 18 | 2 | 17 | -1.2 | 3 | 24
> N#CCCN(/N=C/c1cccnc1)C1=NS(=O)(=O)c2ccccc21
→ 1 | 83 | -1.5 | 1 | 1 | -4 | 0.3 | -12 | 4
> COC(=O)c1cn(-c2ccccc2)c(C)c1C(=O)OC
→ -5 | 92 | -3.5 | 0 | -8 | -2 | -1.2 | 3 | -11
> CCC(CC)C(=O)NCc1ccc2c(c1)cc(C)n2C
→ -21 | 103 | -0.3 | 25 | -3 | -12 | -2.1 | 9 | 3
> O=C(Nc1ccccc1N1CCCCC1)c1ccc(Cl)cc1
→ -16 | 100 | -0.8 | 13 | -13 | -4 | -3.0 | 5 | 17
> CC(C)N(CC(N)=O)C(=O)Cc1coc2cc3c(cc12)CCC3
→ -3 | 93 | 2.1 | 6 | -7 | 1 | 0.5 | 7 | 12
> Cc1cccc(C(=O)NC2CCN(CC(=O)NCc3cccs3)CC2)c1
→ 6 | 101 | -1.5 | 8 | 7 | -11 | 0.0 | -6 | 13
> CC(C)c1ccccc1NC(=S)NC1CCCCC1
→ -15 | 101 | -3.0 | 6 | -2 | 9 | -3.4 | 0 | -6
> O=C(c1cc(-c2cccs2)on1)N1CCN(c2ccccc2)CC1
→ -27 | / | -5.2 | -5 | -10 | 11 | -3.4 | / | -16
> Cc1cc(C(=O)Nc2sc3c(c2C#N)CCC(C(C)(C)C)C3)no1 (centres undefined)
→ -4 | 107 | -2.8 | 12 | 19 | -3 | -2.5 | 11 | -7
> CCOC(=O)c1c(C)oc2cc(Cl)c(O)c(CN(C)C)c12
→ 3 | 131 | -0.5 | 0 | 3 | 10 | -3.0 | 27 | -3
> Cc1ccc(NC(=O)COC(=O)CCc2c[nH]c(=O)[nH]2)cc1
→ -1 | 95 | -0.2 | 3 | 3 | 5 | 1.9 | -3 | 4
> CCNC(=S)N1CCN(c2ncccn2)CC1
→ 2 | 107 | -3.6 | -9 | -5 | -3 | -4.8 | 4 | 25
> Cc1ccc(NC2=NC(c3ccc(C)cc3)n3c(nc(C)cc3=O)N2)cc1 (centres undefined)
→ -10 | 98 | -1.7 | 17 | 0 | -3 | -2.7 | -1 | -3
> Cc1oncc1C(=O)Nc1cccc(C#N)c1
→ -2 | 103 | -1.3 | 4 | 1 | 3 | -1.6 | 5 | 8
> O=C(NC1CCS(=O)(=O)C1)/C(=C/c1ccc(Cl)cc1)NC(=O)c1ccccc1 (centres undefined)
→ -1 | 96 | -2.0 | -7 | 1 | 1 | -2.2 | -1 | 11
> COc1ccc(CC(=O)NC(C)c2nnc(SCC(=O)Nc3cc(C)ccc3OC)n2C)cc1 (centres undefined)
→ -25 | 102 | -2.6 | 12 | 7 | -13 | -2.5 | 6 | 5
> O=C1[C@@H]2C(c3ccccc3Cl)=NO[C@@H]2C(=O)N1Cc1ccccc1
→ -7 | 96 | -0.2 | -8 | -14 | 2 | 1.5 | -4 | 23
> CC1CCCCN1Cc1nc2ccccc2c(=O)[nH]1 (centres undefined)
→ -2 | 107 | -0.5 | -14 | 4 | 3 | -3.8 | 9 | -13

Retrieved by compound from the list above (3):
Values run as follows: FID counter | MEKK2 WT-MEK5 | IMP-1 inhibitor | SUMO HTRF inh | M18AAP inhibitor | HCV NS3 hel inh | VIM-2 inhibitor | MEKK2mut PB1 HTS | NALP1 inh
> CC(C)N(CC(N)=O)C(=O)Cc1coc2cc3c(cc12)CCC3
→ -3 | 93 | 2.1 | 6 | -7 | 1 | 0.5 | 7 | 12
> O=C1CCC(=O)N1c1nc2n(n1)C(c1ccccc1)C=C(c1ccc(Br)cc1)N2 (centres undefined)
→ -13 | 99 | -3.0 | 20 | -3 | -6 | -4.1 | 0 | 13
> N/C(=N\OC(=O)/C=C/c1ccccc1)c1ccc(Br)cc1
→ -6 | 93 | -0.6 | -3 | -4 | 9 | -0.5 | -6 | 26
